# Tn7 DDE FP: disrupts Tn7 cyclic peptide binding to fibrin D-Dimer-E complex. inhibition, % at 8.3 µM. 370,000 compounds, 0.13% hits. AID 720508. P02675. FP displacement of FITC-Tn7 peptide from fibrin DD(E); 0% = median of compound wells per plate;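 active = inhibition above the mean of compounds falling within the control limits plus 3 SD of them, cut at about 14% in these data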;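 note: 0% = plate median of compound wells and 100% = 10 µM Aha-Tn7 peptide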
#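 Assay system: Human fibrin DD(E) protein | Medium: Tris buffer with calcium and detergent, pH 7.8 | Reagent: 0.1 µM fluorescent Tn7 | Compound dosing: Single point at 8.3 µM | Times: 10 min preincubation, 3 h with tracer, room temperature | Detection: Fluorescence polarization of the labelled Tn7 tracer | Controls: Aha-Tn7 high control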
# Tn6 DDE FP: inhibitors of Tn6 peptide binding to human fibrin DD(E) | inhibition, % at 8.3 µM | Fibrin DD(E) TRITC-Tn6 fluorescence polarization displacement | 370,000 compounds, 0.21% hits;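 active = inhibition above a per-campaign cutoff: mean of compounds within control limits plus 3 SD, cut at about 15% in these data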;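 note: 0% = median of all compound wells on the plate and 100% = blocking peptide control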
# PLC-beta3 inh: blocks human PLC-beta3 enzyme activity | 370,000 compounds, 0.18% hits | Purified PLC-beta3, fluorogenic substrate, fluorescence | inhibition, % at 12.2 µM | Q01970; in the data active = inhibition above about 11%;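 note: 0% = median of compound wells on plate and 100% = full blocker control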
# UHRF1 binding: human UHRF1 methylated DNA binding inhibitors; 370,000 compounds, 0.75% hits; UHRF1 binding to methylated oligo, TR-FRET; inhibition, % at 4.4 µM; AID 687016; Q96T88; in the data active = inhibition above about 21%;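 note: UHRF1 SRA domain binding a hemimethylated CpG hairpin DNA probe; 0% = median of test compound wells and 100% = reference inhibitor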
# PLC-gamma1 inh: PLC-gamma1 (human) inhibition, primary screen; 370,000 compounds, 0.84% hits; inhibition, % at 12.2 µM; purified PLC-gamma1, fluorogenic substrate, fluorescence; P19174; in the data active = inhibition above about 9.5%
# ARFGAP1 inhibitor: rat ARFGAP1 inhibition; AID 651572; Q62848; 360,000 compounds, 0.26% hits; Arfgap1-stimulated ARF1 GTP hydrolysis, GDP FP detection; inhibition, % at 16.5 µM;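 active = inhibition above a per-plate limit, mean inhibition of low control wells plus 3 SD, cut at about 25% in these data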;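 note: 0% = DMSO wells with enzyme and 100% = wells lacking Arfgap1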
# Target sequence (Q62848 1-136 limits assumed): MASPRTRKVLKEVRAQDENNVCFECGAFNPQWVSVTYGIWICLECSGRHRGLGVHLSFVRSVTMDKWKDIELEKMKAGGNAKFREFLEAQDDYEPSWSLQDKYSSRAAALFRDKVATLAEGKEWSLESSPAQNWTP
#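 material = rat Arfgap1 catalytic domain, aa 1-136 | also added = human ARF1(Δ1-17)-GTP substrate | compound dosing = one concentration, 16.5 µM, DMSO 1.26% | times = GTP hydrolysis reaction 2 h at 25 °C | measured by = FP, GDP Alexa 633 tracer displaced from anti-GDP antibody, 620/688 nm | evaluation = percent inhibition of Arfgap1-stimulated GTP hydrolysis | replication = single well per compound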
# Rev-erbA mod: Rev-erb alpha (human) modulation. 370,000 compounds, 0.79% hits. P20393. Rev-erbα–FITC-DNA binding, fluorescence polarization, 90 min. activity, % at 10 µM;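 active = activity above about 14%, limit read from the data; passing the limit was not always enough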;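 note: 0% = DMSO wells with 35 nM protein and 100% = DMSO wells with 750 nM protein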
# Target sequence (P20393 whole entry, looked up): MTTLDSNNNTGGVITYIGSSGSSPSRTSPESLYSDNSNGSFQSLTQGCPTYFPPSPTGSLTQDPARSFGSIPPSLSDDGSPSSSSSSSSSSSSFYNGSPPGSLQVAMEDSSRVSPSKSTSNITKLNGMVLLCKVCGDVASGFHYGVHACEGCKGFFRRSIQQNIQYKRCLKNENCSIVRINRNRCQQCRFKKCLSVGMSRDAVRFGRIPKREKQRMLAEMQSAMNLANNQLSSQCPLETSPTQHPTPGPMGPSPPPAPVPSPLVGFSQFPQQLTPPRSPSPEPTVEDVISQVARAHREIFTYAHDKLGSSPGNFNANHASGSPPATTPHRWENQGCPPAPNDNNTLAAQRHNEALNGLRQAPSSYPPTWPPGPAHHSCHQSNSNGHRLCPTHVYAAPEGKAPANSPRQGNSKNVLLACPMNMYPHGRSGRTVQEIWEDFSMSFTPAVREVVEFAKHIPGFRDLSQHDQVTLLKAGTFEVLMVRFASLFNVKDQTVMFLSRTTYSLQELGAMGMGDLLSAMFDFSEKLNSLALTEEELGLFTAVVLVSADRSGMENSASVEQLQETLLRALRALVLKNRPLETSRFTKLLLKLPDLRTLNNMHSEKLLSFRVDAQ
# ASAP1 GAP inh: ASAP1 ArfGAP inhibition; Q9ULH1; ASAP1-stimulated ARF1 GTP hydrolysis, GDP FP detection; inhibition, % at 16.5 µM; 360,000 compounds, 0.19% hits; in the data active = inhibition above about 25%;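 note: 0% = vehicle with enzyme and substrate and 100% = no enzyme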
# proKLK7 act: activators of human kallikrein-7 zymogen | AID 652039 | purified proKLK7, EDANS-DABCYL substrate fluorescence; 100% is mature enzyme control, 0% vehicle | P49862 | activation, % at 7 µM | 370,000 compounds, 0.9% hits;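 active = activation above the mean of all tested compounds plus 3 SD, computed per campaign excluding outliers beyond control limits, cut at about 13% in these data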
# Target sequence (P49862 whole entry, looked up): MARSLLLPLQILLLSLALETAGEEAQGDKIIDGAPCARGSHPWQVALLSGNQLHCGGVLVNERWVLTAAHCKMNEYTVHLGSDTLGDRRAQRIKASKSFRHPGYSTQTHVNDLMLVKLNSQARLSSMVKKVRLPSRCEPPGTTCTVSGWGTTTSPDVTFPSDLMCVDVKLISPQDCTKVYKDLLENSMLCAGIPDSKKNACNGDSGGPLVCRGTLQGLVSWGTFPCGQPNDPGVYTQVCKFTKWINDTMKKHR
# sPLA2-III inh: Blocks human group III sPLA2 activity; inhibition, % at 12.2 µM; 370,000 compounds, 0.56% hits; QFRET BODIPY PC-A2 liposome hydrolysis, fluorescence; AID 743126; Q9NZ20;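 active = inhibition above mean plus 3 SD of compounds lying within the high and low control bounds, cut at about 19% in these data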;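 note: 0% = median of test compound wells and 100% = no enzyme DMSO wells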
# * marks the source's active call; other numbers are inactive results; / = no result given.
# Screens in order: ASAP1 GAP inh	ARFGAP1 inhibitor	Rev-erbA mod	PLC-gamma1 inh	PLC-beta3 inh	Tn6 DDE FP	Tn7 DDE FP	sPLA2-III inh	proKLK7 act	UHRF1 binding
- O=[N+]([O-])c1c(NCCCO)cc(N2CCCCCC2)c2nonc12
  -1.5	-4.7	-0.3	-6.4	-19.1	-7.1	3.6	14.9	0.2	-4.9
- CCOC(=O)N1CCN(S(=O)(=O)N2CCCC(C(=O)NCCc3ccc(OCC)c(OCC)c3)C2)CC1 (stereo not drawn)
  0.4	-4.4	-0.6	11.6*	2.0	4.7	-0.9	2.2	-0.4	0.4
- COc1ccc(CCC(=O)Nc2cnc3ccccc3c2)cc1
  5.9	8.6	-4.9	3.5	-4.0	1.2	-7.7	-11.6	0.5	-2.4
- CCN1C(=O)[C@@H]2[C@H](C1=O)[C@@H]1C(=O)Nc3ccccc3C(=O)N1[C@@H]2c1cccc(OC)c1
  8.0	1.5	-3.1	-2.2	-1.7	-5.2	0.3	-3.1	0.3	5.6
- COC(=O)NNC(=S)NCc1ccccc1
  -3.5	8.0	-0.7	-0.5	1.1	0.1	3.6	1.6	-0.3	-0.5
- C/C(=N\NC(=O)c1cccnc1)c1ccccc1
  -4.8	3.4	5.0	0.3	-7.2	-1.8	4.4	0.4	0.7	-3.7
- CCN(C(=O)C1CCCN1S(=O)(=O)c1cccnc1)c1ccccc1 (stereo not drawn)
  /	/	4.2	1.4	4.1	-3.0	4.4	2.1	-0.4	4.6
- OCCN1CCN(c2ncnc3c2c(-c2ccccc2)cn3-c2ccc(Br)cc2)CC1
  0.3	8.2	-7.3	-2.0	-5.5	1.2	8.0	4.1	0.3	1.0
- COc1ccccc1CCNS(=O)(=O)c1c(C)n(C)c(=O)n(C)c1=O
  -8.6	4.3	-2.3	-1.0	-1.4	-2.6	3.7	10.6	0.7	3.3
- COc1ccccc1-c1noc(-c2ccccc2C(=O)Nc2cccnc2)n1
  -8.8	4.4	-0.5	-0.4	-0.5	2.6	-1.7	-5.0	0.3	-1.7
- CCCNC(=O)NC(=O)CSc1nnc(-c2ccncc2)n1CC
  -2.9	-13.0	-2.0	-9.6	-9.6	3.0	1.1	1.6	-1.5	1.3
- O=C(Nc1ccc2c(c1)OCCO2)C1CCCC1
  0.7	-0.3	-6.3	-3.1	-5.0	-1.1	-5.4	-6.6	0.3	-2.5
- O=C(N/C(=C/c1ccccc1Cl)C(=O)N1CCOCC1)c1ccccc1
  -2.1	-4.7	12.9	1.6	-5.3	5.8	-1.8	-0.2	-0.5	-3.4
- Cc1ccc(NC(=S)Nc2cc(C(=O)O)ccc2N2CC3CC(C2)c2cccc(=O)n2C3)cc1C (stereo not drawn)
  13.9	8.9	-0.5	-9.9	-5.3	-1.6	0.6	3.3	-0.8	0.2
- CCN(C1CCCCC1)S(=O)(=O)c1cc(C)ccc1OC
  4.8	-4.6	4.4	1.1	0.4	2.6	-4.9	-3.6	0.3	3.6
- Cc1nc(NC(C)C)c2oc3ccccc3c2n1
  5.6	-7.7	0.8	1.9	5.2	0.1	-5.5	3.0	-0.8	-1.7
- COC(=O)[C@]12C[C@H](CC(=O)NCC3CCCCC3)C(=O)N(Cc3ccc(Cl)cc3Cl)C1=C[C@H](C(C)(C)C)O[C@@H]2C
  /	/	-4.8	0.0	1.8	-4.4	-1.0	-2.6	0.1	0.2
- Clc1nnc(Cl)c2c1ncn2Cc1ccccc1
  4.2	-0.2	-2.7	10.8*	3.7	2.9	-3.4	5.0	-0.1	2.9
- CC(C)NC(=O)CSc1nc(N)c(NC(=O)c2ccco2)c(=O)[nH]1
  24.4	14.6	3.7	-2.3	-1.5	6.0	2.1	6.6	-0.8	5.7
- COc1ccccc1CNC(=O)CC(NS(=O)(=O)c1ccc(C)cc1)c1ccco1 (stereo not drawn)
  -9.1	-4.6	-1.0	-0.6	-14.0	-4.8	-6.5	-7.0	0.5	1.0
- CCN(C)C1CN(Cc2cn(Cc3cccc(Cl)c3)nn2)S(=O)(=O)C1 (stereo not drawn)
  -6.6	-3.6	3.8	0.8	2.8	3.9	1.4	3.3	-0.1	4.6
- CCCC(c1nnnn1CC1CCCO1)N1CCN(c2ccccc2)CC1 (stereo not drawn)
  3.0	-4.3	0.6	0.8	0.6	-1.6	-3.2	-0.3	0.6	1.0
- CCC(C(=O)Nc1ccc(C)cc1)c1ccccc1 (stereo not drawn)
  0.5	9.9	4.4	5.6	-9.6	-4.8	-1.3	7.5	-0.2	6.7
- CC(Oc1ccccc1Cl)C(=O)N1CCOCC1 (stereo not drawn)
  6.9	8.0	-1.1	6.1	0.9	4.7	-6.3	13.5	-0.5	0.5
- c1ccc(-c2nnc3n2N=C(c2ccc4ccccc4c2)CS3)nc1
  /	/	4.4	-0.4	-2.9	1.8	2.9	3.5	0.0	-2.9
- CC(=O)Nc1cc(C)c(S(C)(=O)=O)c(C)c1
  -1.2	-0.9	0.8	1.9	3.3	-2.0	-1.8	9.1	-0.5	-0.4
- O=C(N/N=C/c1ccccn1)c1ccc(NC(=O)c2ccccc2Cl)cc1
  -5.6	8.6	-2.5	-3.2	-6.7	-12.5	-4.4	-7.5	0.0	-2.0
- Cc1ccc(N(Cc2ccc(C(=O)NC3CCCCC3)cc2)S(C)(=O)=O)cc1C
  -13.6	-1.1	-0.1	2.4	3.9	-3.9	0.6	0.3	-1.2	1.0
- OCCN(CCO)c1ncnc2c1oc1ccc(Br)cc12
  14.8	12.4	1.8	-21.9	-32.5	-6.5	-2.8	14.7	0.0	6.4
- CCN(CC)CC(=O)Nc1cccc2c1C(=O)c1ccccc1C2=O
  -2.6	-4.5	-1.4	-4.2	-3.8	7.4	-2.5	1.2	-0.1	-6.6
- COCCn1c(SCC(=O)OCc2ccccc2)nc2c1c(=O)[nH]c(=O)n2C
  6.6	-2.9	-6.2	-3.9	-1.6	-5.5	-0.7	-4.3	-0.8	-0.8
- CCC(=O)c1ccc(N2CCN(C(=O)c3ccccc3F)CC2)c(F)c1
  -2.2	3.3	-1.6	1.9	-2.2	-6.0	1.1	0.0	-0.2	3.1
- Cc1nn(Cc2ccc(Cl)cc2Cl)c(C)c1NC(=O)c1nc2n(n1)C(C(F)F)CC(C)N2 (stereo not drawn)
  -5.8	-0.2	7.0	4.1	2.1	3.8	-3.4	-1.1	0.8	10.7
- Cn1c(SCC(=O)Nc2ccc3c(c2)OCCO3)nnc1C(F)(F)F
  -8.9	14.1	-2.0	3.9	-6.9	-5.9	-6.4	8.0	0.2	0.7
- Cn1c(=O)c2c(nc(NCCCO)n2CCc2ccccc2)n(C)c1=O
  11.9	2.0	-4.7	2.6	4.7	-3.2	-0.6	3.5	-0.3	7.5
- O=C(CN1C(=O)C2(OCCO2)c2ccccc21)c1ccc(F)cc1
  1.9	5.2	-2.6	-3.8	-3.4	0.6	6.1	-1.1	0.1	-2.4
- CCCCCNC(=O)Cc1ccc(OC)cc1
  5.7	16.7	0.2	6.1	7.0	-1.8	-6.6	4.3	0.0	1.1
- CCOc1ccccc1/C=N/Nc1ccccc1[N+](=O)[O-]
  -7.7	-0.9	0.0	-3.6	3.6	8.4	0.3	3.1	-0.7	7.0
- O=C(NCC(c1cccs1)N1CCOCC1)c1ccccc1NS(=O)(=O)c1cccc([N+](=O)[O-])c1 (stereo not drawn)
  -1.1	-2.8	-0.4	-1.0	-0.6	-4.6	-7.3	-24.7	-0.4	-0.2
- Cc1ccc(NC(=O)CCCc2nc3ccccc3c(=O)[nH]2)c(Cl)c1
  6.2	-1.6	1.1	0.8	0.5	2.0	2.3	-1.5	-0.4	0.3
- COc1ccc(C(=O)NCC(=O)NCC(c2ccco2)N(C)C)cc1OC (stereo not drawn)
  -0.6	4.7	-4.4	-10.9	-12.8	-3.7	1.8	4.2	-0.8	-1.7
- Cc1ccc(NC(C)c2cc(Cl)ccc2O)cc1 (stereo not drawn)
  -5.1	6.8	1.6	3.9	2.1	10.0	-2.2	5.5	0.7	-1.2
- O=C(COC(=O)/C=C/c1ccccc1)NC1CCCC1
  -12.2	-8.5	-1.0	0.5	-3.0	0.4	10.2	4.8	0.1	-4.2
- CC(C)(C)c1ccc(C(=O)NNC(=S)NCc2ccco2)cc1
  10.8	13.3	7.1	2.8	-2.6	7.8	-4.4	7.9	0.1	2.1
- COC(=O)C1=C(C)N(C)C(=O)NC1c1cc(Cl)c(O)c(OC)c1 (stereo not drawn)
  3.0	-15.1	2.6	-5.1	3.1	-3.2	-2.4	0.4	0.0	1.8
- Clc1cccc(-c2cc3nc4c(c(N5CCOCC5)n3n2)CCCC4)c1
  11.8	-0.1	0.6	-111.4	-135.5	-2.4	2.8	-6.9	-5.2	-1.8
- CN(C)S(=O)(=O)c1cccc(NC(=O)CSc2nncn2C)c1
  -4.5	-3.2	-9.5	2.0	-5.4	5.2	-1.0	0.8	0.2	-3.7
- COc1ccc(-c2nnc(SCCC(=O)O)n2-c2ccccc2)cc1OC
  22.0	6.0	2.1	-3.3	-0.6	3.8	1.9	5.0	0.8	-0.7
- Cc1ccc(NC(=O)C2COc3ccccc3O2)cc1S(=O)(=O)N1CCOCC1 (stereo not drawn)
  1.4	-0.1	3.6	-1.6	-5.6	-0.8	-6.2	-6.8	-0.7	-1.1
- COc1ccc(CC(CC(=O)O)C(=O)Nc2ccccc2)cc1 (stereo not drawn)
  3.2	6.1	-0.2	-2.4	0.2	-0.1	7.7	2.1	0.0	4.7

# (more compounds)
# Screens in order: ASAP1 GAP inh	ARFGAP1 inhibitor	Rev-erbA mod	PLC-gamma1 inh	PLC-beta3 inh	Tn6 DDE FP	Tn7 DDE FP	sPLA2-III inh	proKLK7 act	UHRF1 binding
- COc1ccc2nc3ccccc3nc2c1NC(=O)c1ccc(Br)cc1
  -13.5	5.3	0.2	-14.2	-10.4	2.4	2.2	19.1	0.0	5.5
- Cc1cc2nc(C3CCCCC3)c(Cc3cccc(Cl)c3)n2c(C)c1Br
  12.9	-2.1	3.5	-6.6	-5.8	-6.5	4.2	3.9	-1.0	1.8
- Cc1ccc(S(=O)(=O)NC2CCCCC2)c2nsnc12
  6.4	-6.6	4.6	-0.8	2.1	1.8	-7.3	4.6	-0.2	1.2
- CCOc1ccc(S(=O)(=O)N2CCCCC2)cc1NS(=O)(=O)c1cccs1
  -3.5	-4.4	-2.5	-2.2	-3.6	4.7	-3.6	-8.2	-0.2	-0.5

# A second format for part of the listing above:
mol	ASAP1 GAP inh	ARFGAP1 inhibitor	Rev-erbA mod	PLC-gamma1 inh	PLC-beta3 inh	Tn6 DDE FP	Tn7 DDE FP	sPLA2-III inh	proKLK7 act	UHRF1 binding
Cc1ccc(S(=O)(=O)NC2CCCCC2)c2nsnc12	6.4	-6.6	4.6	-0.8	2.1	1.8	-7.3	4.6	-0.2	1.2
CCOc1ccc(S(=O)(=O)N2CCCCC2)cc1NS(=O)(=O)c1cccs1	-3.5	-4.4	-2.5	-2.2	-3.6	4.7	-3.6	-8.2	-0.2	-0.5
